TEAD-YAP inh – TEAD-YAP interaction inhibition, primary screen, TEAD-YAP interaction inhibitor project, luminescence, HEK-TIYL cells. 640,000 tested, 1.4% active. TEAD-Gal4/YAP UAS-luciferase luminescence. inhibition, % at 9.12 µM; in the data active = inhibition above about 32%;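 also: 0% = median of test compound wells and 100% = reference inhibitor wells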
FBW7 activator – FBW7 E3 ligase activators, primary screen, biochemical, AlphaScreen, human; F-box/WD repeat-containing protein 7 (Homo sapiens), Q969H0; AID 1259310, 2017; AlphaScreen FBW7–phospho-cyclin E peptide binding, activator screen; normalized activity (activation), % at 26.1 µM; 650,000 tested, 0.13% active; in the data active = normalized activity above about 1.9%;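 also: purified mutant Fbw7 with reduced substrate affinity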
GPR151 activ – activators of human GPR151, primary screen, cell-based, PathHunter beta-arrestin, luminescence; G-protein coupled receptor 151 (Homo sapiens), Q8TDV0; AID 1508602, 2020; PathHunter beta-arrestin GPR151 cells; activation, % at 11.2 µM; 650,000 tested, 1% active; in the data active = activation above about 4.9%;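 also: 0% = median of compound wells and 100% = cells with positive control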
Target sequence (Q8TDV0 whole entry, looked up): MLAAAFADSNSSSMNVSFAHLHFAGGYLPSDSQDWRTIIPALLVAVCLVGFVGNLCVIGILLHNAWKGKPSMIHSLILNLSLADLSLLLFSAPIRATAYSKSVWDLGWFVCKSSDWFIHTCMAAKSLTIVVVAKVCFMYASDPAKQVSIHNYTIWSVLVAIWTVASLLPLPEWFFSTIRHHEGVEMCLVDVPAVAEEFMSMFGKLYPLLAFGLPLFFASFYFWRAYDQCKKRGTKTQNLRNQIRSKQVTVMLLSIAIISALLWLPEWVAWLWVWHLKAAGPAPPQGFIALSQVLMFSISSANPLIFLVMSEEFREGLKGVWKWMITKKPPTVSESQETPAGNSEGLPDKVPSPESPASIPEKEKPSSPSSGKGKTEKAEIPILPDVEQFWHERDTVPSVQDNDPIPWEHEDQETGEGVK
MITF primary – MITF inhibitors, primary screen, biochemical, AlphaScreen, human; Microphthalmia-associated transcription factor (Homo sapiens), O75030; AlphaScreen MITF homodimerization, bead proximity signal; inhibition, % at 2.6 µM; 650,000 tested, 0.91% active; AID 1259374, 2018; in the data active = inhibition above about 50%;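 also: 0% = vehicle wells with protein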
Target sequence (O75030 whole entry, looked up): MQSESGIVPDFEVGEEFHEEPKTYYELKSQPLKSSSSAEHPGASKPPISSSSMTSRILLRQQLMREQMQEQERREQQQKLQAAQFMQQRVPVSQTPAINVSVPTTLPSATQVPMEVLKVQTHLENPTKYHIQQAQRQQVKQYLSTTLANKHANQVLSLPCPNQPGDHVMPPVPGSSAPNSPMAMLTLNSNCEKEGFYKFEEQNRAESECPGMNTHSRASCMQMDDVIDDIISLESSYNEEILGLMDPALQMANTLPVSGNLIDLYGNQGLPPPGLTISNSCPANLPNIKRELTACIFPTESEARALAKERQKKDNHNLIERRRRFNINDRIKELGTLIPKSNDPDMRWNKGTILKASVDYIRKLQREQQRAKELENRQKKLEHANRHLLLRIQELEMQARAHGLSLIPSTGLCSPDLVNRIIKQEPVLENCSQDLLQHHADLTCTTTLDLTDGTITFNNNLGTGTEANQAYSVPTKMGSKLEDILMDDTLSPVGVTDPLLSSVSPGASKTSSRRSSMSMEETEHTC
Starred values were filed as active, the others as inactive; . = no result given. Rows are unselected; overall some 3.5% were active at least once.

SMILES	TEAD-YAP inh	FBW7 activator	GPR151 activ	MITF primary
COc1ccc(NC(=O)Cc2noc3ccc(C)cc23)cc1	0	-0.1	-2.0	-9
CC(C)N1CCc2c(sc(NC(=O)c3ccc(S(=O)(=O)N4CCCCC4C)cc3)c2C(N)=O)C1 (centres undefined)	9	-0.1	0.0	7
CCOc1ccc(CC#N)cc1OCC	-2	0.0	1.9	4
FC(F)(F)c1ccc(Cn2cnc3c(NCCN4CCOCC4)nc(Nc4ccc(C(F)(F)F)cc4)nc32)cc1	5	-0.1	1.1	-1
Cc1ccc(C(C)C)c(OCC(=O)Nn2c(C)nc3ccccc3c2=O)c1	6	-0.1	-2.4	0
Cc1ccc(C(=O)Nc2ncc(Cc3ccccc3)s2)o1	0	-0.2	-0.8	5
CCOc1ccc(C2CC(c3ccc(Cl)cc3)Nc3ncnn32)cc1OC (centres undefined)	9	0.0	-0.5	-6
CCOC(=O)N1CCN(c2c(NC(C)CC)c(=O)c2=O)CC1 (centres undefined)	5	-0.2	0.0	5
C=Cn1c(-c2cccc(Br)c2)n[nH]c1=S	16	0.1	0.8	9
COCCn1c(=NC(=O)c2ccnn2C)sc2ccccc21	-10	-0.1	2.1	7
Cc1cc(C)cc(NC(=O)CSc2nc3[nH]ncc3c(=O)n2-c2ccccc2)c1	3	0.0	-1.1	1
Cc1nc(SC(C)C(=O)Nc2c(C)n(C)n(-c3ccccc3)c2=O)nc(C)c1C (centres undefined)	2	-0.2	-1.4	-2
Cc1ccc(NC(=O)CO/N=C(\N)c2nonc2N)cc1	7	0.1	5.9*	8
COc1ccccc1CN1C(=O)C(C)Oc2ncc(C(F)(F)F)cc21 (centres undefined)	-2	-0.1	0.5	-7
CCOC(=O)N/N=C1\C[C@@H](O)[C@@H](O)[C@@H]2[C@@H]3C(=O)N(C4CCCCC4)C(=O)[C@@H]3CC[C@H]12	.	0.5	1.7	13
CCN(CC)CC(=O)Oc1ccc(NC2=NS(=O)(=O)c3ccccc32)cc1	-3	-0.2	0.0	1
Cc1cc(C)cc(Nc2ncnc3c2c(-c2ccccc2)cn3-c2cccc(C(F)(F)F)c2)c1	7	0.0	-0.1	-15
O=C1N=C(N2CCN(Cc3ccccc3)CC2)S/C1=C\c1ccc(O)cc1	11	0.2	-1.2	-2
C[C@@H]1CC2C3CCC4=CC(=O)C=C[C@]4(C)[C@@]3(F)[C@@H](O)C[C@]2(C)[C@@]1(O)C(=O)COP(=O)(O)O (some centres undefined)	-14	0.1	0.1	10
COC(=O)c1ccc(C(=O)Nc2c3c(nn2-c2nc4ccccc4s2)CCC3)cc1	-53	0.1	-7.8	3
Cc1nc2c(-c3ccccc3)c(C)nn2c(NCCCn2ccnc2)c1C	-18	0.0	0.1	3
CCN(CC)S(=O)(=O)c1ccc(C(=O)Nc2nc3c(s2)CCc2ccccc2-3)cc1	-6	-0.1	1.6	5
O=C(CC1Sc2ccccc2NC1=O)NC1CCCC1 (centres undefined)	9	0.8	0.7	-9
O=C1CCCc2[nH]nc(-c3cccnc3)c21	6	0.3	0.8	6
COc1cc(OC)c(-c2c(OC)cc(OC)cc2OC)c(OC)c1	7	0.3	0.8	-4
CSc1cccc(NC(=O)CSc2nc3ccccc3[nH]2)c1	5	0.0	0.8	15
Cc1cccc(NC(=O)COc2ccc(C=O)cc2)c1	-12	0.0	-1.0	12
Cc1ccc(CN2C(=O)CCC2C(=O)NCCCN2CCC(Cc3ccccc3)CC2)cc1 (centres undefined)	3	0.4	-1.2	17
COc1ccc(CN2CCN(C3CCC3)CC2CCO)c(F)c1 (centres undefined)	1	0.0	-0.9	1
CC(Oc1ccc(Br)cc1)c1nc(-c2ccccn2)no1 (centres undefined)	-27	0.7	-0.7	15

Individual results from the entries so far:
`O=C1N=C(N2CCN(Cc3ccccc3)CC2)S/C1=C\c1ccc(O)cc1` in TEAD-YAP inh is listed with 11
`Cc1ccc(CN2C(=O)CCC2C(=O)NCCCN2CCC(Cc3ccccc3)CC2)cc1` (centres undefined) in MITF primary is listed with 17

Of the compounds above, two contain bromine:
SMILES	TEAD-YAP inh	FBW7 activator	GPR151 activ	MITF primary
C=Cn1c(-c2cccc(Br)c2)n[nH]c1=S	16	0.1	0.8	9
CC(Oc1ccc(Br)cc1)c1nc(-c2ccccn2)no1 (centres undefined)	-27	0.7	-0.7	15

Molecules listed so far with two or more sulfur atoms, in the order listed:
SMILES	TEAD-YAP inh	FBW7 activator	GPR151 activ	MITF primary
CC(C)N1CCc2c(sc(NC(=O)c3ccc(S(=O)(=O)N4CCCCC4C)cc3)c2C(N)=O)C1 (centres undefined)	9	-0.1	0.0	7
CCN(CC)S(=O)(=O)c1ccc(C(=O)Nc2nc3c(s2)CCc2ccccc2-3)cc1	-6	-0.1	1.6	5
CSc1cccc(NC(=O)CSc2nc3ccccc3[nH]2)c1	5	0.0	0.8	15

(next part)
SMILES	TEAD-YAP inh	FBW7 activator	GPR151 activ	MITF primary
Cc1ccc(OCC(=O)NNC(=O)c2cccc(F)c2)c(C)c1	4	0.0	0.7	-21
COc1cc2sc(=NC(=O)c3cccc(OC)c3OC)n(C)c2cc1OC	-18	0.0	-0.1	0
Cc1cccc2c(N3CCCC3)nc(CNS(=O)(=O)c3ccc4c(c3)OCCO4)nc12	-8	-0.1	4.8	9
N#C/C(=C\c1ccc(O)c(O)c1)C(N)=O	.	-0.2	-2.5	3
CC(=O)N1CCN(c2ccc(NCc3ccc4c(c3)OCO4)cc2)CC1	11	0.2	-0.4	21
CCc1ccccc1NC(=O)CSc1nc2ccccc2c(=O)n1CCNC(C)=O	10	0.1	0.4	5
CCOC(=O)N1CCC(NC(=O)c2sc3nc(C)cc(C)c3c2-n2cccc2)CC1	-4	1.5	-0.2	7
COc1ccc(C2C(C#N)=C(N)OC3=C2C(=O)CC(C)(C)C3)cc1 (centres undefined)	7	-0.2	2.2	1
Cc1ccsc1CN1CC(=O)N(c2ccc(Cl)cc2)C1=O	-20	0.1	-0.9	11
COc1ccc(OCCCC(=O)Nc2cccc(OC)c2)cc1	3	-0.1	-1.1	4
Cc1cc(C)cc(Nc2cnn(C34CC5CC(CC(CC(=O)O)(C5)C3)C4)c(=O)c2Cl)c1	1	0.5	0.9	10
CCOC(=O)c1cc2cc3ccc(OC)cc3nc2o1	-30	-0.1	-6.6	-7
CCOc1ccc(S(=O)(=O)Nc2cc(OC)ccc2OC)cc1C	52*	0.0	-0.6	6
COc1ccccc1Cc1nc2ccccc2nc1SCC(=O)Nc1ccc(C)cc1C	-11	-0.1	-0.4	2
O=C(CSc1cccc[n+]1[O-])Nc1ccc(OCc2ccccc2)cc1	11	-0.1	1.3	-7
CCOC(=O)C1CCCCN1C(=O)c1sc2ncnc(N3CCN(c4ccccn4)CC3)c2c1C (centres undefined)	4	-0.1	0.8	-10
CC(C)(C)OC(=O)N/N=C(\CC(=O)c1cccs1)C(F)(F)F	7	-0.6	0.9	8
CCC(C)(C)NC(=O)c1ccc2c(c1)N(CC(=O)Nc1ccccc1C)C(=O)C(C)(C)O2	-3	-0.2	3.2	-4
CC(C)c1ccc(CNn2cnnc2)cc1	0	0.1	-0.7	9
Cc1ccc(N2C(=O)C3C4C=CC(C4)C3C2=O)c(Br)c1 (centres undefined)	-4	0.0	0.4	3
CCN1CCN(C(=O)C(C)N(c2ccc(Cl)cc2)S(C)(=O)=O)CC1 (centres undefined)	7	0.9	0.0	10
O=C(NC1CC1)c1nnn(-c2ccccc2)c1CSc1ncccn1	-15	0.2	0.0	-9
CCOC(=O)C1(CCCc2ccccc2)CCN(C(=O)COC)CC1	-21	0.2	0.1	6
Cc1ccc(SC(C)C(=O)Nc2ccc(S(=O)(=O)Nc3nccs3)cc2)cc1 (centres undefined)	7	0.0	-0.7	15
CC(/C=N/NC(=O)COc1ccc([N+](=O)[O-])cc1Br)=C\c1ccccc1	-1	-0.1	-0.3	-3
O=C(CC1(O)C(=O)N(Cc2ccc(Cl)cc2)c2ccccc21)c1ccc(Br)cc1 (centres undefined)	-3	-0.1	1.8	3
Cc1nc2ccccc2c(=O)n1/N=C/c1ccco1	7	0.5	-0.5	13
CCN(CC)c1cc(-c2ccccc2F)nc(-c2ccncc2)n1	-10	0.0	0.9	5
COc1ccc(NC(=O)C(NC(=O)c2ccc(Br)cc2)C(C)C)cc1O (centres undefined)	-8	0.1	-1.1	0
CC1CCCCC1NC(=O)/C(C#N)=C/c1ccccc1F (centres undefined)	17	0.6	-2.2	-1
COC(=O)C(C)(C)ONC(=O)Nc1ccccc1[N+](=O)[O-]	1	0.1	-0.5	10
Cc1noc(C)c1CSc1ncnc2sc3c(c12)CCC3	13	0.0	-0.9	9
CCC(CC)C(=O)Nc1cccc(C(=O)Nc2cc([N+](=O)[O-])ccc2OC)c1	8	-0.1	0.9	3
CCC(COC)NC(=O)C1CC(=O)c2sc(NC(=O)C3CCC3)nc2C1 (centres undefined)	0	-0.1	-0.8	1
Cc1cc(C(=O)COC(=O)C2CC2)c(C)n1-c1ccc(F)cc1	39*	-0.1	1.2	-3
Cc1cc(C(=O)CSc2nc3ccc([N+](=O)[O-])cc3s2)c(C)n1C	-10	-0.1	-1.1	7
Cc1[nH]c2ccccc2c1C(=O)COC(=O)CCOc1ccccc1	0	0.0	-0.8	9
CCCCC/C=C\C/C=C\CCCC/C=C\CCCC(=O)O	.	.	-0.4	-2
CCn1nnc(NC(=O)c2ccc(C)cc2)n1	17	0.1	0.7	5
CCc1ccc(S(=O)(=O)c2nnn3c2nc(NC(C)C)c2sccc23)cc1	-16	0.0	-2.4	-17
COc1ccc(C2CC(=O)C3=C(C2)Nc2ccccc2N(C(=O)CCC(=O)O)C3c2ccc(F)cc2)cc1 (centres undefined)	6	0.1	-1.0	27
CCc1ccc(C(=O)N2CCN3C(=O)[C@H]([C@@H](C)O)NC(=O)[C@H]3C2)cc1	0	-0.2	0.4	-14
C=CCn1c(NC(C)=O)c(C#N)c2nc3ccccc3nc21	9	0.2	3.0	2
O=C(c1cnc2scc(-c3ccccc3)n2c1=O)N1CCC2(CC1)OCCO2	0	-0.2	0.1	3
COc1cc(/C=N/NC(=O)COc2ccccc2[N+](=O)[O-])cc([N+](=O)[O-])c1O	2	0.1	0.2	9
NC(=O)c1ccc[n+](CC(=O)N2CCOCC2)c1	0	0.1	0.1	4
O=C1CC(/C=C/c2ccccc2)(C(=O)NC2CCCCC2)N1Cc1cccs1 (centres undefined)	-4	0.1	-0.4	-3
S=c1[nH]nc(Cn2nnc3ccccc32)n1-c1ccccc1	6	-0.1	-0.3	-6
CC(C)CC(=O)Nc1nnc(S(=O)(=O)N(CC(C)C)c2ccccc2)s1	-17	0.0	2.3	0
Cc1ccc(C2CC(C(F)F)n3ncc(C(=O)NC(C)C)c3N2)cc1 (centres undefined)	-2	0.1	2.7	0
C/C(=N\OCC(=O)N/N=C/c1ccc(C)cc1O)c1cccs1	-7	-0.1	0.4	0
Cc1cc([N+](=O)[O-])ccc1NC(=O)c1ccc(Br)o1	-10	-0.2	0.3	-11
O=C(/C=C/c1ccco1)c1ccc(NC(=O)c2ccco2)cc1	-49	0.0	-2.2	5
COc1cccc(-c2csc(N3CCN(CC(=O)Nc4cccc(Cl)c4)CC3)n2)c1	5	0.0	-0.9	-7
CCOc1ccc(NC(=O)NC2CCS(=O)(=O)C2)cc1 (centres undefined)	4	0.8	-0.3	0
O=C(O)CCC(NC(=O)C(Cc1ccc2c(c1)OCO2)NC(=O)c1ccccc1)C(=O)O (centres undefined)	8	0.1	0.6	-3
CNC(=O)Cc1nc2ccccc2n1CC(=O)NC1CCCCC1	-1	0.2	-0.1	12
CN(Cc1ccon1)C(=O)c1ccc(OC2CCN(CCc3ccccc3)CC2)cc1	9	0.2	-0.8	2
CSC1=C(C#N)C(c2ccc(C)cc2)CC(=O)N1 (centres undefined)	-5	-0.1	2.7	-2
CCN(CC)C(=O)N1CCN(c2ccc(N=C(NC(=O)OC)NC(=O)OC)cc2)CC1	0	0.3	2.7	-12

Following part.
SMILES	TEAD-YAP inh	FBW7 activator	GPR151 activ	MITF primary
Cc1ccc(S(=O)(=O)NCC(=O)N/N=C/c2ccc(Cl)cc2)cc1	13	0.0	-0.8	0
CCN(CC)CCSc1nc(O)c(C)c(=O)[nH]1	-7	-0.1	0.1	9
CCOC(=O)C1=C(C)N=c2s/c(=C/c3cn(C)c4ccccc34)c(=O)n2C1c1cccs1 (centres undefined)	-7	0.4	-0.1	6
Cc1ccc(/C=C/C(=O)O)cc1S(=O)(=O)Nc1ccc2c(c1)OCO2	9	0.8	-0.9	11
O=C(CCN1C(=O)c2ccccc2C1=O)Oc1ccc(I)cc1	5	-0.1	0.6	1
Cc1cccc(NCN2C(=O)C3CC=CCC3C2=O)c1 (centres undefined)	13	0.1	0.0	-4
c1cc2c(cc1-c1csc(NNC3=NCCCCC3)n1)OCCO2	-33	0.0	-0.5	12

Fetched one by one from the list above (three):
SMILES	TEAD-YAP inh	FBW7 activator	GPR151 activ	MITF primary
c1cc2c(cc1-c1csc(NNC3=NCCCCC3)n1)OCCO2	-33	0.0	-0.5	12
CCN(CC)CCSc1nc(O)c(C)c(=O)[nH]1	-7	-0.1	0.1	9
Cc1cccc(NCN2C(=O)C3CC=CCC3C2=O)c1 (centres undefined)	13	0.1	0.0	-4

Bioassay records deposited in PubChem BioAssay by The Scripps Research Institute Molecular Screening Center.
